# D1 ag = activates the human D1 dopamine receptor | P21728 | HEK293 T-REx D1 cells, calcium flux, agonist mode | activation, % at 2 µM | 1% of 360,000 active; note: 0% is about no effect
#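 Inducible HEK293 T-REx D1 cells, force-coupled to calcium signalling, were plated at 4000 cells/well with tetracycline and held overnight at 30 C. After no-wash calcium dye loading, compound-evoked calcium rise over 180 s flagged agonists.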
# D2 potentiator = D2 dopamine receptor (human) potentiation; HEK293 T-REx D2, calcium flux, EC20 dopamine potentiation; potentiation, % at 10 µM; 0.34% of 340,000 active;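 active = potentiation over 3 SD above the plate norm, cut at about 30% in these data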; note: 0% is about no effect
# Target sequence (P14416 whole entry, looked up): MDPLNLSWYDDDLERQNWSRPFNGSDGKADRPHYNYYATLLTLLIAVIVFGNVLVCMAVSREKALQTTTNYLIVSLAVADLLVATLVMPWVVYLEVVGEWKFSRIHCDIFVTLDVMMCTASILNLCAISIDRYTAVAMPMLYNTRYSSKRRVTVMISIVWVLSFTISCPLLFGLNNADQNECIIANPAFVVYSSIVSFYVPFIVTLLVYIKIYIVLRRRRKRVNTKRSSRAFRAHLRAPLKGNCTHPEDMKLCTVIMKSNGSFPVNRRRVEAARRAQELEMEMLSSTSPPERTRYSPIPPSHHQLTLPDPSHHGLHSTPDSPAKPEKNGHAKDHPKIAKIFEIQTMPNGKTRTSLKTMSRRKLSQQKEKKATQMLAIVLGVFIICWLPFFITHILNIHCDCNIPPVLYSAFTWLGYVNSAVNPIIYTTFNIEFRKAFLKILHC
#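 Tetracycline-induced Hek293 Trex D2 cells, force-coupled to calcium, loaded with no-wash calcium dye. Compound added with 180 s kinetic read for agonism, then EC20 dopamine and a further 180 s read for potentiation.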
# RXFP1 antag = RXFP1 (human) relaxin receptor antagonism. Q9HBX9. HEK293-RXFP1, relaxin-stimulated cAMP HTRF, 30 min; active compounds read low. activity change, negative = inhibition, % at 57.5 µM. 0.59% of 350,000 active. AID 1259400;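 active = activity change of -60% or lower, but not beyond a set lower limit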; note: % is set by controls: 0 for no effect and ±100 for the full control effect
# D1 antagonist = antagonists of human D1 dopamine receptor; HEK293 TREx D1 cells, calcium flux, dopamine EC80; active compounds read low; AID 504652; activity change, negative = inhibition, % at 10 µM; 3.2% of 360,000 active; P21728; in the data active = activity change below about -30%; note: % is set by controls: 0 for no effect and ±100 for the full control effect
#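 Antagonism measured as reduced calcium response to an EC80 dopamine addition following 180 s compound pre-read; cells were inducible HEK293 Trex D1 plated overnight at 30 C, read kinetically at 1 cycle/sec.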
# D1 potentiator = enhances dopamine response at the human D1 receptor; potentiation, % at 10 µM; HEK293 TREx D1 cells, calcium flux, dopamine EC20 potentiation; P21728; 0.036% of 360,000 active; in the data active = potentiation above about 30%; note: 0% is about no effect
# TRHR enhancer = allosteric enhancers of human TRH receptor; P34981; TRHR cells, fluo-8 calcium fluorescence, EC20 TRH enhancement; enhancement, % at 2 µM; 0.66% of 360,000 active; AID 493056; in the data active = enhancement above about 30%; note: 0% is about no effect
# Target sequence (P34981 whole entry, looked up): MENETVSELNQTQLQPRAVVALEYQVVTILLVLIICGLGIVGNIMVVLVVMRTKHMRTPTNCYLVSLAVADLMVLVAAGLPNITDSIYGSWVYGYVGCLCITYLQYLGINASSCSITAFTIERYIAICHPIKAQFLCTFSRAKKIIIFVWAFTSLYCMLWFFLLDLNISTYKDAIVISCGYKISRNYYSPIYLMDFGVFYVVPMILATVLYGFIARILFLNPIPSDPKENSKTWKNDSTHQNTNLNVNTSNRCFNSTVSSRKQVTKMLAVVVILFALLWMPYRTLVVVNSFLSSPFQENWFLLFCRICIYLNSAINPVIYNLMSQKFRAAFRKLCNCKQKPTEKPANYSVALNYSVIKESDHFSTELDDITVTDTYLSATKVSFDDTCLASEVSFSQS
#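 Enhancer read-out: after compound pinning and an initial kinetic agonist-mode read, an EC20 of TRH (10 nM final) was injected and fluo-8 calcium signal (Ex 480/Em 530) followed at 1 s/cycle for 100 cycles in TRHR-expressing cells.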
# D2 ag = activates the human D2 dopamine receptor; activation, % at 2 µM; AID 485358; HEK293 T-REx D2 cells, calcium flux agonist mode; 0.53% of 340,000 active;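 active = activation over 3 SD above normal in the single-dose calcium agonist read, cut at about 30% in these data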; note: 0% is about no effect
#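 HEK293 Trex D2 cells, tetracycline-induced, o/n 30 C 5% CO2; no-wash Ca dye, RT 30–90 min; 10-cycle baseline, 23 nl cpd added, kinetic Ca read 180 s; agonist hits = positive Ca response.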
# TRHR agonist = activates the human TRH receptor. 0.18% of 360,000 active. activation, % at 2 µM. TRHR cells, calcium flux fluo-8, FDSS agonist mode. P34981; note: 0% is about no effect
#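 Steps: seed TRHR cells overnight; add fluo-8 no-wash Ca dye, RT 30 min–1.5 h; record 10 s baseline; pin-transfer compounds; monitor fluorescence 1 cycle/s for the agonist window. Calcium increases flag candidate agonists.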
# D2 antagonist = antagonists of human D2 dopamine receptor; HEK293 TREx D2 cells, calcium flux, dopamine EC80; P14416; 2% of 340,000 active; AID 485344; inhibition, % at 10 µM; in the data active = inhibition above about 30%; note: 0% is about no effect
#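 Calcium flux kinetic readout in an inducible HEK293 TREx D2 line plated overnight at 30 C. After 180 s compound exposure, an EC80 dopamine challenge follows with another 180 s kinetic read to detect antagonism.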
# Active calls of the source: *; . = not tested or not shown. Cut-off read from the data, not from the text of the source, unless noted: active = activation above about 30%; inactive = the rest.
SMILES,D1 ag,D2 potentiator,RXFP1 antag,D1 antagonist,D1 potentiator,TRHR enhancer,D2 ag,TRHR agonist,D2 antagonist
CC(=O)NC(Cc1ccccc1)C(=O)N1CCN(C(=S)NCC(C)C)CC1 (stereo not drawn),3,11,2,11,10,2,0.1,0.1,8
CS(=O)(=O)N(CCc1ccccc1)CC(=O)NCc1ccc2c(c1)OCO2,6,6,-8,4,-8,-3,-0.1,-0.4,-1
O=C(O)c1ccc(-n2c(-c3ccccc3)n[nH]c2=S)cc1,8,-1,-14,-1,-3,0,-0.2,-0.9,5
CCOC(=O)c1ccc(NS(=O)(=O)c2ccc(Br)s2)cc1,1,-1,.,-4,-1,-1,-1.2,-0.6,.
Cc1ccccc1NC(=O)c1sc2nc(-c3ccncc3)ccc2c1N,48*,4,.,-17,-4,-3,5.2,9.9,.
O=C(CCNC(=O)c1ccc(Br)cc1)NCC1COc2ccccc2O1 (stereo not drawn),9,-4,-20,-41*,2,-7,0.1,0.0,-20
CCOc1ccc(-c2nc(N)ncc2-c2ccccc2)c(O)c1,0,-5,-13,6,-7,3,0.4,0.0,30
Cc1ccc(C)c(OCC(=O)N2CCOCC2)c1,4,12,8,-27,0,2,0.7,-0.5,11
COCCNC(=O)c1c[nH]c2ccc(S(=O)(=O)N3CCOCC3)cc2c1=O,2,-8,-1,-15,-2,0,0.8,0.6,46*
COc1ccc(Cl)cc1N(C(=O)Nc1cccc(Cl)c1)C1=NCC(C)S1 (stereo not drawn),5,-13,-6,-1,-8,-5,-0.9,-0.7,10
CCN1CCN(C(=O)C(C)Nc2ccc(OC)cc2OC)CC1 (stereo not drawn),0,4,1,4,4,-2,0.3,0.6,-3
CC(C(=O)Nc1cccnc1)n1cc([N+](=O)[O-])cn1 (stereo not drawn),13,-2,2,-4,-3,1,0.9,0.8,1
CCOC(=O)C1=C(C)NC2=C(C(=O)CCC2)C1c1cccnc1 (stereo not drawn),0,-2,-13,7,-2,4,-1.0,0.4,-1
Cc1ccc(NC(=O)CCCc2c[nH]c3ccccc23)nc1,3,-2,0,-2,-1,-5,-0.7,-0.5,16
NC(=O)N1OCC2COc3ccc4ccccc4c3C21 (stereo not drawn),2,26,-1,-8,-3,6,-0.9,0.4,5
CC1CCCCC1NC(=O)c1ccc(CNc2c(N3CCCC3)c(=O)c2=O)cc1 (stereo not drawn),-2,-4,.,6,0,6,-0.3,0.4,0
O=C(CN(C(=O)CCC(=O)Nc1ccccn1)c1ccc(F)cc1)NCCc1ccccc1,5,.,5,2,0,15,-3.2,-0.9,-2
COCc1cc(C)nc(SCC[N+](C)(C)CC(=O)c2ccc(Br)cc2)c1C#N,0,5,-12,-23,-7,8,0.1,0.0,8
CC(OC(=O)/C=C/c1ccccc1)C(=O)N1CCc2ccccc21 (stereo not drawn),1,-4,-7,4,-5,11,.,-1.4,30*
O=C(Cc1cccs1)NNC(=S)NCc1ccc(Cl)cc1,1,-1,5,-11,-3,4,0.1,-0.1,12
CN1CC(c2ccccc2)C2(COc3ccccc3C2=O)C12C(=O)Nc1ccccc12 (stereo not drawn),1,2,0,-39*,-7,-4,1.3,0.4,0
CN(C)S(=O)(=O)N1CCN(c2ccc([N+](=O)[O-])cc2)CC1,8,2,18,-43*,-3,4,0.1,0.6,-21
OCCN1CCN(c2ncnc3ccc(Br)cc23)CC1,4,-3,.,-12,-3,1,0.9,0.9,6
CCOC(=O)c1c(S(=O)(=O)NCc2cccs2)c(C)n(C)c1C,3,17,-9,-7,-2,0,0.8,-0.7,11
O=C(CCN1C(=O)COc2ccccc21)NCCCN1CCc2ccccc2C1,1,-31,-24,14,-3,3,0.5,-0.7,13
COc1ccc(OCc2cc(C(=O)NC(C)Cc3cccnc3)no2)c(Cl)c1 (stereo not drawn),1,-1,8,-17,-3,0,-0.2,-0.8,-8
Cc1ccccc1NC1c2ccccc2C(=O)N1Cc1ccco1 (stereo not drawn),1,17,-9,-17,.,3,-1.6,-0.7,-10
CC12CC3CC(C)(C1)CC(NCc1ccncc1)(C3)C2,4,-5,-24,-3,-7,2,0.7,0.7,16
Cn1c(CN2CCCC2)nc2cc(NC(=O)COc3ccc(Cl)cc3)ccc21,3,-22,-11,-4,-18,1,0.0,0.7,41*
CCn1c2ccccc2c2cc(CN3CCN(Cc4ccccc4F)CC3)ccc21,2,-12,-32,21,4,2,.,1.0,.
CCCS(=O)(=O)c1ccc(COC(=O)c2ccc(NC(C)=O)cc2)cc1,13,2,-28,2,2,-4,-0.1,0.0,-7
COc1ccc(Cn2c(C)c(C)c(C#N)c2NC(=O)Nc2cccc(C)c2)cc1,4,9,-1,-1,-1,-2,0.7,0.4,-3
Cc1ccc(-n2nc3ccc(N)cc3n2)cc1Cl,0,-4,14,-2,-5,-2,0.5,0.6,3
O=C1N(C2CCCC2)C[C@@H]2C[C@@H](c3cccn3-c3ccccn3)N3CCC[C@@]123,-1,-4,-3,-5,-2,-2,-0.6,1.3,-3
CCn1c(=O)c2cc(C(=O)NCCc3cccc(C)c3)sc2c2ccccc21,-1,4,.,0,-3,-7,-1.2,0.0,.
O=C(N/N=C/c1cccs1)C1CC(=O)N(c2ccccc2)C1 (stereo not drawn),-1,8,-2,-26,-1,-14,-0.6,0.0,-21
CC(OC(=O)c1cccs1)C(=O)NCCc1ccccc1 (stereo not drawn),-2,-6,-13,-10,3,-3,-0.3,-0.7,12
CC(C)(C)OC(=O)N1CCC(c2c(C(=O)NCC3CCN(C4CCCC4)C3)cnn2-c2cccc(Cl)c2)CC1 (stereo not drawn),14,-7,-12,1,2,-5,0.4,-1.4,-6
Fc1ccc2c(c1)C(c1cccnc1)=NNC(c1cccs1)=N2,2,-11,19,-24,-8,-2,-1.8,-1.4,15
COc1ccc(C(=O)NCCc2c[nH]c3ccccc23)cc1OC,5,-13,2,2,-3,-2,0.8,-0.3,5
CCN(CCCNC(=O)C1CCC(=O)N1C1CCCC1)c1cccc(C)c1 (stereo not drawn),0,2,0,-3,1,-2,0.1,0.9,28
CC(=O)CSc1cc(-c2ccccc2)nc2ncnn12,0,12,-27,-22,-11,-16,0.7,0.7,10
CCc1ccc(S(=O)(=O)NCCOc2cccc3cccnc23)cc1,0,1,3,3,0,-11,-1.3,-1.3,0
CCOC(=O)Cn1cc(/C=N/N2C(=O)C3C4C=CC(C4)C3C2=O)c2ccccc21 (stereo not drawn),2,-3,0,11,6,5,-1.1,-0.5,0
COc1cc(SC)ccc1C(=O)Nc1cccc(C2OCCCO2)c1,10,7,3,-3,.,1,0.0,-1.9,-5
CCCCC(=O)Nc1ccccc1C(=O)OCc1cc(=O)n2nc(C3CCCCC3)sc2n1,-1,2,-1,-3,0,-3,0.2,-0.3,.
O=c1ccc(S(=O)(=O)N2CCCC2)cn1Cc1nc(-c2ccc(F)cc2)no1,6,-4,-2,-20,-7,-2,0.2,-0.2,0
COCc1nc2ccccc2n1Cc1c(F)cccc1Cl,5,14,-5,0,-6,-3,-0.6,-0.1,9

# A different layout for some results above:
# Below each SMILES: D1 ag, D2 potentiator, RXFP1 antag, D1 antagonist, D1 potentiator, TRHR enhancer, D2 ag, TRHR agonist, D2 antagonist
CS(=O)(=O)N(CCc1ccccc1)CC(=O)NCc1ccc2c(c1)OCO2
→ 6, 6, -8, 4, -8, -3, -0.1, -0.4, -1
CN(C)S(=O)(=O)N1CCN(c2ccc([N+](=O)[O-])cc2)CC1
→ 8, 2, 18, -43*, -3, 4, 0.1, 0.6, -21
O=C(CCN1C(=O)COc2ccccc21)NCCCN1CCc2ccccc2C1
→ 1, -31, -24, 14, -3, 3, 0.5, -0.7, 13
Cc1ccccc1NC(=O)c1sc2nc(-c3ccncc3)ccc2c1N
→ 48*, 4, ., -17, -4, -3, 5.2, 9.9, .
Fc1ccc2c(c1)C(c1cccnc1)=NNC(c1cccs1)=N2
→ 2, -11, 19, -24, -8, -2, -1.8, -1.4, 15
Cc1ccc(NC(=O)CCCc2c[nH]c3ccccc23)nc1
→ 3, -2, 0, -2, -1, -5, -0.7, -0.5, 16

# (cont.)
SMILES,D1 ag,D2 potentiator,RXFP1 antag,D1 antagonist,D1 potentiator,TRHR enhancer,D2 ag,TRHR agonist,D2 antagonist
O=[N+]([O-])c1cc([N+](=O)[O-])c(Oc2ccc(Br)cc2Br)cc1NN1CCCCC1,0,-6,.,-9,-3,2,1.4,0.4,-24
CC1Cc2ccccc2N1Cc1ccc([N+](=O)[O-])cc1 (stereo not drawn),2,.,-31,-21,6,0,.,-0.5,.
CCCNC(=O)CSc1nccn1Cc1ccco1,2,-1,-7,4,0,-5,1.0,1.3,0
CCOC(=O)c1ccccc1NC(=O)/C=C/c1cc(OC)c(OC)c(OC)c1,-1,-5,3,-15,-9,-13,-2.8,-0.2,3
S=C(NCc1ccccc1)NCc1ccc(CNC(=S)NCc2ccccc2)cc1,18,1,-10,33,-1,6,2.3,1.5,4
CC(C)(C)NC(=O)C1CCCN(S(=O)(=O)c2cccc3cccnc23)C1 (stereo not drawn),1,-14,.,25,-2,-2,0.1,0.2,-2
O=C(CNC(=O)c1cccc(OC(F)F)c1)Nc1ccc(Cl)cc1,6,-27,-13,17,4,-3,1.5,1.6,-5
COCCCn1c(=N)c(C(=O)NCc2cccnc2)cc2c(=O)n3cccc(C)c3nc21,26,7,0,-6,0,2,1.3,0.0,.
Cc1cc(NC(=O)C(C)SCC(=O)OCC(=O)N(Cc2ccccc2)C(C)(C)C)no1 (stereo not drawn),3,-5,4,3,-7,-3,-0.7,0.0,14
Cc1cc(C(=O)Nc2sc3c(c2C#N)CCC(C(C)(C)C)C3)no1 (stereo not drawn),2,-3,-3,4,6,5,2.4,-0.1,-1
O=C(O)CCC1OC(=O)C(O)=C1c1ccccc1 (stereo not drawn),3,.,.,6,-5,5,.,-0.3,.
Cc1cc(C(=O)COc2ccccc2C(N)=O)c(C)n1C,6,-1,0,-19,-3,-7,2.0,2.7,3
COc1cccc(CNC(=O)CSc2ccc(-c3sc(-c4ccccc4)nc3C)nn2)c1,3,1,-33,8,-2,-14,-0.3,0.6,.
O=C(CSc1ccc(-c2ccco2)nn1)N1CCCCCC1,1,15,-6,11,-1,-1,-0.3,0.1,-3
O=C(NCCCc1nc2ccccc2n1Cc1ccc(Cl)cc1)C1CCCCC1,10,5,.,6,-2,-15,.,-0.7,.
O=C(NCc1ccco1)[C@@H]1CSC2c3ccccc3C(=O)N21 (stereo partly drawn),1,-2,-1,11,5,-3,1.6,-1.4,26
CCC(CC)NC(=O)COc1ccc(OC)cc1C=O,0,12,-9,13,0,-2,-0.4,1.0,-6
COc1ccc(C2(O)CCN(CCCCOc3ccccc3)CC2)cc1,36*,.,-12,-18,-17,3,.,0.1,.
